Compound activity: PubChem, several laboratories
Ecoli WT expand: growth inhibitors of E. coli BW25113 wild type. OD600 absorbance. AID 710. hit rate 0.15% among 98,000. growth inhibition, % at 100 µM;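 active means growth inhibition above about 50% at one test dose, limit read from the data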;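 further: growth measured after 20 h incubation at 37 °C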
sEH inhibitor: soluble epoxide hydrolase (human) inhibition; recombinant human sEH enzymatic activity assay; P34913; inhibition, % at 2 µM; hit rate 0.34% among 91,000; in the data active means inhibition above about 80%; further: values of inactives mirror those of a sister screen read the other way; many of its hits are not listed in these tables
Target sequence (P34913 whole entry, looked up): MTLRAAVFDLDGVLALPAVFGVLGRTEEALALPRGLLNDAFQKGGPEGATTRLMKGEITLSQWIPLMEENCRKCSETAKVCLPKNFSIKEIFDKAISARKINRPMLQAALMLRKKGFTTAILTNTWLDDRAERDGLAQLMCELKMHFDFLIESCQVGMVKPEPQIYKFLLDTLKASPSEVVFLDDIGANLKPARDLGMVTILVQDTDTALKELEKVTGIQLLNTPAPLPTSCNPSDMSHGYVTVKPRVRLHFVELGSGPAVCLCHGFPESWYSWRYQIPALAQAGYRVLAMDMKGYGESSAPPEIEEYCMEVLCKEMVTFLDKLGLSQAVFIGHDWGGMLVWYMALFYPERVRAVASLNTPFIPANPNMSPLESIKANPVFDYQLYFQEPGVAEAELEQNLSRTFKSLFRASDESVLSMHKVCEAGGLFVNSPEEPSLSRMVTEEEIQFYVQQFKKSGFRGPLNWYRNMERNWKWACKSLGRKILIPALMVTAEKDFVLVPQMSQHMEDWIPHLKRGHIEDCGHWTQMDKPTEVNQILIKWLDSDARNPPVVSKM
DAT uptake mod: changed human dopamine transporter uptake under cocaine IC80; B-score at 10 µM; Q01959; hit rate 1.3% among 110,000; LLC-PK1 hDAT cells, [14C]-dopamine uptake with cocaine IC80; actives deviate in either direction;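 active means Z score or B-score, a plate-position-corrected score, falls beyond the plate's 99.7% confidence bounds, in either direction; inactive means both scores lie inside the 99.7% bounds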;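 further: scored against the spread of the other compound wells on the same plate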
HUVEC tox IL1B: toxic to HUVEC cells under IL-1B stimulation; HUVEC cell count loss, Hoechst imaging, IL-1B stimulated; cell count reduction, % at 2 µM; hit rate 0.41% among 94,000; AID 845;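 active means cell count reduction more than 3 SD above the screen-wide mean, cut at about 70% in these data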;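 further: normalized per plate to untreated control cells as the no-loss baseline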
VCAM1 TNFa inh: reduces TNF alpha induced VCAM1 expression in HUVEC; inhibition, % at 2 µM; hit rate 0.48% among 95,000; AID 802; HUVEC TNFa-induced VCAM-1 immunofluorescence, high-content imaging;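 active means inhibition above the batch mean plus 3 SD, with images confirmed as a hit by eye, cut at about 37% in these data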;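 further: 0% = TNF-stimulated DMSO wells and 100% = unstimulated control wells; not every result past the cut was called active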
Plk1 PBD FP: inhibitors of human Plk1 polo box domain binding; Plk1 PBD phosphopeptide binding, fluorescence polarization; inhibition, %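 (tested at about 20 µM)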; hit rate 0.13% among 97,000; in the data active means inhibition above about 34%, passing the limit was not always enough
cytoskel mod: alters cytoskeleton assembly in HUVEC cells | HUVEC TNFa F-actin phalloidin imaging, high content | inhibition, % at 2 µM | hit rate 0.18% among 91,000 | AID 836;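 active means inhibition above the batch mean plus 3 SD and confirmed as a hit by visual image inspection, cut at about 30% in these data, passing the limit was not always enough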; further: strong numbers were not always called active
TNFa cytotox: toxic to HUVEC cells under TNF alpha stimulation | HUVEC TNFalpha-stimulated, Hoechst cell count, imaging | hit rate 0.17% among 93,000 | cell count reduction, % at 2 µM | AID 848;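 active means cell count reduction exceeding the screen mean by over 5 SD, scaled to untreated wells per plate, cut at about 78% in these data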;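 further: cells counted after 24 h of TNF alpha exposure following the 1 h pretreatment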
PLK1 kinase inh: inhibitors of human PLK1 kinase; P53350; recombinant PLK1 kinase, TR-FRET peptide phosphorylation; inhibition, % at 10 µM; hit rate 0.53% among 97,000; AID 619;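 active means inhibition of 50% or more in the single-concentration screen; inactive means inhibition below 50%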;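 further: 0% = DMSO max control and 100% = H-89 dihydrochloride min control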
* marks the source's active call; other numbers are inactive results; . = not tested or not shown.

compound	Ecoli WT expand	sEH inhibitor	DAT uptake mod	HUVEC tox IL1B	VCAM1 TNFa inh	Plk1 PBD FP	cytoskel mod	TNFa cytotox	PLK1 kinase inh
COc1ccc(Cl)cc1C(=O)Nc1nnn(C)n1	-2	3	-0.026	7	7	6	-10	-1	-13
O=C(Nc1nccs1)c1ccc(S(=O)(=O)N2CCCCC2)cc1	7	34	2.3	10	0	-30	-20	33	-20
CCn1nnnc1SCC(=O)Nc1ccc2c(c1)OCO2	.	4	0.67	-54	-1	-21	0	.	-20
C=CCn1c(SCCOC)nc2c1c(=O)[nH]c(=O)n2C	4	12	-0.0094	-15	6	1	-3	-30	1
CCOc1cc(-c2nc(-c3ccc(C)nc3OC)no2)cc(OCC)c1OCC	-11	-6	-0.31	-36	12	-19	2	-19	-6
C=CCn1c(SCC(=O)NC)nc2sc3c(c2c1=O)CCC3	-4	-1	.	8	9	-4	1	-11	-9
c1ccc(CN2CCN(c3nc(NCc4ccco4)c4ccccc4n3)CC2)cc1	0	28	0.58	-16	4	7	-11	1	-10
O=C(Oc1ccc(N(Cc2cccs2)C2=NS(=O)(=O)c3ccccc32)cc1)c1ccccc1	-6	-17	-0.37	6	3	-9	-27	16	-13
COc1ccccc1N1CCN(S(=O)(=O)c2ccc(F)cc2)CC1	2	44	-0.2	-1	1	8	3	-25	82*
CC(C)C(=O)Nc1cccc(NC(=S)NC(=O)C(c2ccccc2)c2ccccc2)c1	-13	-6	1.6	-62	-21	-27	8	-31	23
O=C(Nc1nc2ccccc2[nH]1)C12CC3CC(CC(C3)C1)C2	-5	17	-0.6	8	10	16	-20	10	-2
O=S(=O)(NCCN1CCCC1)c1cccc2cccnc12	7	-12	0.4	-29	14	7	-10	52	-9
CCSc1ncc(/C=N/Nc2ccc([N+](=O)[O-])cc2)n1C	-13	-6	-0.15	7	-2	4	-7	-22	-14
NC(=O)c1nn(-c2ccccc2)nc1N	9	4	0.23	40	5	1	7	-18	23
CCc1ccccc1NC(=O)C(C)n1nc([N+](=O)[O-])c(Br)c1C (stereo unspecified)	-11	2	-1.8	-7	13	-4	-2	-6	-4
CSc1nnc(-c2cnccn2)n1C	12	-34	-0.37	-21	9	18	2	17	-15
CCOC(=O)c1[nH]c(C)c(C(=O)Nc2ccc(C)c(C)c2)c1C	-4	0	0.18	-10	-3	-2	-18	1	1
CC(C)(C)c1ccc(OC2=CS(=O)(=O)c3ccccc32)cc1	-3	-5	1.7	-4	4	-17	1	-12	-2
O=C(Cn1nc(-c2ccc(F)cc2)ccc1=O)Nc1ccc(C(=O)NC2CC2)cc1	-15	-4	0.53	-6	11	5	-7	-2	-12
COc1ccc2c(-c3cccnc3)cc(=O)[nH]c2c1	3	-16	0.73	8	-9	-1	-8	-11	-7
O=C(COC(=O)c1ccc(S(=O)(=O)Nc2ccccc2)cc1)NCc1ccco1	3	10	-0.63	3	-2	6	3	-17	-3
C/C(=N\NC(=O)c1cc2ccccc2cc1O)c1ccc2c(c1)OCO2	-11	11	.	-65	15	16	3	-17	-6
Cn1c(-c2ccccc2)cnc1SCc1nc2ccccc2c(=O)[nH]1	8	-1	0.58	9	5	11	1	3	2
Cc1cccc(OCCCC(=O)Nc2ccc(S(=O)(=O)N3CCCC3)cc2)c1	-8	64	1.2	-3	20	-11	9	-32	-17
CCOC(=O)C1=C(C)N(C)C(=O)NC1c1cccc(O)c1 (stereo unspecified)	0	2	-0.58	1	13	15	-9	-12	-6
Cc1[nH]nc(N2CCCCC2)c1[N+](=O)[O-]	5	4	0.45	-37	-3	14	6	2	-8
Cc1cccc2cc(C(c3nnnn3C3CCCC3)N3CCOCC3)c(=O)[nH]c12 (stereo unspecified)	0	13	-0.044	18	4	-7	-7	-5	-10
CC1Cc2ccccc2N1C(=O)CSc1nnc2c(n1)[nH]c1ccc(F)cc12 (stereo unspecified)	.	-7	0.26	14	3	-8	2	-14	4
COc1ccc(OC)c(NC=C2C(=O)OC3(CCCCC3)OC2=O)c1	7	-9	-0.99	-2	-13	-19	-8	-1	-1
CCCCCOCC(O)CCC(=O)NN (stereo unspecified)	2	-3	-0.7	-94	5	14	-35	6	-3
CCCN1CN(Cc2ccccc2)CC2=C1CC(C)(C)CC2=O	-1	0	0.014	-12	6	16	15	-16	-4
COC(=O)c1ccc(NCCc2csc(-c3ccc(C)cc3)n2)c([N+](=O)[O-])c1	-13	-12	0.67	-38	19	8	4	-18	-14
O=C(COc1ncnc2scc(-c3ccc(F)cc3)c12)NCc1ccco1	6	-5	-0.74	1	5	18	38	-33	36
CC(C)C(=O)Nc1ncc(C(F)(F)F)cc1Cl	2	5	0.45	8	9	-12	-14	27	-8
N#Cc1c(NC(=O)CSc2n[nH]c(N)n2)oc(-c2ccccc2)c1-c1ccccc1	-2	-10	-0.084	9	13	3	.	-2	1
COc1ccc2cc(C(=O)O)ccc2c1	-13	7	-0.069	16	16	4	10	-9	-4
Nc1cccc(-c2cn3cc(C(F)(F)F)cc(Cl)c3n2)c1	7	.	1.7	.	.	22	.	.	1
COc1ccccc1CNC(=O)C1CCN(S(=O)(=O)c2cccc3cccnc23)CC1	-3	13	-0.63	-34	20	0	9	-1	-7
O=C1C2CC=C(Cl)CC2C(=O)N1CCCCCCN1C(=O)C2CC=C(Cl)CC2C1=O (stereo unspecified)	5	-2	0.33	-30	-4	-7	14	-28	-2
Cc1ccc2c(c1)CC1(CN2C)C(=O)OC(C)(C)OC1=O	-3	-4	.	-23	-3	-6	7	0	-12
COCC(=O)Nc1nc2ccccc2s1	5	-5	-0.32	-6	9	-10	25	-11	-4
COc1ccccc1N1CCN(S(=O)(=O)Cc2ccccc2Cl)CC1	-6	8	-0.67	-10	.	1	.	.	-4
O=C(CCc1nc(-c2ccccc2F)no1)NC1CCN(Cc2ccccc2)CC1	12	-5	-0.45	-16	2	24	-1	-5	-15
CC(C)(C)NS(=O)(=O)c1ccc(N2C(=O)c3ccccc3C2=O)cc1	5	-12	1.3	9	-3	-17	.	-24	-4
CCCn1nnc(NC(=O)c2ccc(OC)cc2)n1	6	2	0.004	-41	7	9	16	-28	1
C=CCn1c(CSc2nc3ccccc3s2)nnc1SCC(=O)NCc1ccco1	-6	3	-0.82	-9	8	-7	17	11	-6
COc1cc2c(cc1NC(=O)COc1ccccc1OC)oc1ccccc12	-5	6	0.074	-31	7	-36	16	-6	-3
COc1c2occc2c(OC)c2c(=O)cc(C(F)(F)F)oc12	-6	1	0.038	-38	8	5	2	-18	-29
COc1ccccc1Nc1nc(N)nc(CN2CCOCC2)n1	0	.	0.31	.	.	23	.	.	72*
O=C1CCC(C(=O)Nc2ccc(OC(F)F)cc2)N1 (stereo unspecified)	3	11	-1.1	-89	4	8	.	-31	2
Cc1cccc(C)c1OCC(=O)NNC(=O)Nc1ccc(Cl)cc1	-8	35	-0.11	-14	0	-28	-14	4	-6
Cc1cc(C)c2c(N)c(C(=O)N3CCN(c4ncccn4)CC3)sc2n1	-13	-6	0.79	7	20	-4	-17	0	-8
CC(C)[C@@H](C(=O)OCC(=O)Nc1ccc2c(c1)OCO2)N1C(=O)c2ccccc2C1=O	4	57	0.25	7	-12	3	1	-39	-1
c1csc(-c2cnc3n2CCCC3)c1	.	25	-1.2	8	6	16	-23	-14	-7
O=C1COc2ccc(C(=O)c3ccccc3)cc2CN1	2	4	3.4*	-45	-4	7	20	-21	-5
COc1cc(C2Sc3ccccc3NC3=C2C(=O)OC3)cc(OC)c1OC (stereo unspecified)	.	10	-0.53	-31	9	-18	-8	-5	-7
Cc1ccc(S(=O)(=O)NCCSc2nnc(N)s2)cc1	4	0	0.15	44	-14	-10	-17	14	-8
COC(=O)c1c(NC(=O)c2c(-c3ccccc3Cl)noc2C)sc2c1CCC2	-14	-1	.	-10	13	7	2	-33	-14
Cc1cc(C)c2c(n1)nn1c(NCCCN(C)C)cc(C)nc21	6	.	-1.2	4	13	-5	-16	-16	-7
Cc1ccc(C)c2[nH]c(=O)c(CN(CCN3CCCC3)C(=O)Nc3ccc(F)cc3)cc12	0	.	1.2	-22	15	-6	18	-14	-6

Following part:
compound	Ecoli WT expand	sEH inhibitor	DAT uptake mod	HUVEC tox IL1B	VCAM1 TNFa inh	Plk1 PBD FP	cytoskel mod	TNFa cytotox	PLK1 kinase inh
O=C1Nc2cc(Cl)ccc2C1(N1CCNCC1)C(F)(F)F (stereo unspecified)	14	-6	-0.9	-37	2	9	-15	-14	-10
CCn1c(Cc2ccccc2)nnc1SCC(=O)Nc1nc(C)cs1	.	-2	-0.028	0	5	14	-17	0	36
COc1ccccc1N1CCN(CC(=O)Nc2ccc(Cl)c(C(F)(F)F)c2)CC1	.	25	-0.038	.	8	17	-3	-13	-14
CCOCCOCCC(C(=O)O)P(=O)(c1ccccc1)c1ccccc1 (stereo unspecified)	7	4	-0.61	-5	-8	-1	.	-29	7
Cc1c(C#N)c2ncnc(-c3ccccc3)c2n1-c1ccccc1	-6	-4	0.11	-26	12	-15	-8	8	-3
CCOC(=O)c1sc(N)c(C(=O)OCC)c1COC(=O)C1CC(=O)N(Cc2ccco2)C1 (stereo unspecified)	4	-15	0.25	-2	-3	5	-7	-15	-6
CC(=O)c1c(N2CCN(C)CC2)[nH]c(-c2ccccc2)nc1=S	4	0	-0.61	-16	0	6	17	-16	-11
O=C(c1ccccc1)c1cncc(Br)c1	4	4	-8.1*	-15	22	-19	-8	-4	-3
Cc1cc2cc(CNC(=O)NC3CCCCC3)ccc2n1C	-7	.	-0.0047	7	14	-11	14	-48	-7
COc1cc(OC)c(NC(=O)CS(=O)(=O)Cc2nc(-c3ccc(C)cc3)oc2C)cc1Cl	-4	-4	0.18	2	17	1	3	2	-17
CCN(CC)S(=O)(=O)c1cccc(-c2nnc(SCC(=O)c3cc(C)n(C)c3C)o2)c1	-9	4	0.22	-34	-11	-12	10	-51	-6
COc1ccc2ccccc2c1C(O)c1nccn1C (stereo unspecified)	6	-10	0.19	-3	-4	20	21	-15	12
CC(=O)N1CCC(N(C(=O)Nc2ccc(C)c(C)c2)C2CCCC2)CC1	1	17	0.014	17	.	25	.	.	-5
CC(=O)c1ccc(OCC(O)CN(C)Cc2cccs2)cc1 (stereo unspecified)	2	-6	-1	4	-12	13	0	-18	0
Cc1cc(C)c2c(N)c(S(=O)(=O)Cc3ccccc3)sc2n1	3	-23	.	-3	7	-19	-13	.	-11
CN(CC(=O)Nc1nccs1)S(=O)(=O)c1ccc(F)cc1	9	13	-0.6	-69	-4	1	-15	-9	53*
CCOC(=O)N1CCN(C(=O)Cn2c(=O)sc3ccccc32)CC1	1	.	-0.86	-44	3	-21	9	-3	-17
COc1ccc(C2=NOC(C(=O)NCCCn3ccnc3)C2)cc1 (stereo unspecified)	1	6	0.047	.	2	13	2	-15	4
COCCn1c(CN2CCN(c3ccccc3)CC2)nc2c1c(=O)n(C)c(=O)n2C	.	-2	0.35	15	-7	-32	9	-7	-8
c1cn2cc(-c3ccc4c(c3)OCO4)nc2s1	21	.	-0.063	-7	0	-7	2	24	-7
COC(=O)c1ccccc1NC(=O)c1cc2n(n1)C(C(F)F)CC(C(F)F)N2 (stereo unspecified)	-5	5	-0.35	-25	5	0	-8	-8	-10

Compounds were not picked by outcome (roughly 3.4% active in at least one column).
